# Compound activity: PubChem BioAssay, several laboratories
# NR2E3 ag-1 – human photoreceptor-specific nuclear receptor agonism; AID 602229; inhibition of corepressor binding, % at 3.98 µM; 360,000 tested, 0.35% active; Q9Y5X4; CHO-S Gal4-NCOR/VP16-NR2E3 two-hybrid, luciferase;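 active = inhibition above the mean of all tested compounds plus 3 SD, cut at about 70% in these data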;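 note: 0% = DMSO with NR2E3 transfected cells and 100% = cells lacking NR2E3 construct; higher means lower luciferase signal from less NR2E3 corepressor binding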
# Target sequence (Q9Y5X4 whole entry, looked up, the tested form may be a part): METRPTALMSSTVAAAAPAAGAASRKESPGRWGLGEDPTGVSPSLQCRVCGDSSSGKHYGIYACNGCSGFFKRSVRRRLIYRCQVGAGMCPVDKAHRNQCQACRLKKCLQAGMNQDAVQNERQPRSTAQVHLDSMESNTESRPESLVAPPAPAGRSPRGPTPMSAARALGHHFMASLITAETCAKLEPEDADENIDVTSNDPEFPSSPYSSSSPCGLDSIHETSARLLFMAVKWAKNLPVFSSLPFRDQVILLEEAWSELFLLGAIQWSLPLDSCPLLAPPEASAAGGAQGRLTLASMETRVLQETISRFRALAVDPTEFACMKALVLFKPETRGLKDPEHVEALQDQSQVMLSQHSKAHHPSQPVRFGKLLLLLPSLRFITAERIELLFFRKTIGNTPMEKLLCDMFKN
# NR2E3 ag-2 – agonists of human nuclear receptor NR2E3 | GST-NR2E3/biotin-RetCOR TR-FRET, 1536-well | inhibition of corepressor binding, % at 4.78 µM | 320,000 tested, 0.12% active | AID 2300;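 active = percent inhibition above the cutoff of mean plus 3 SD of all tested compounds, set per screening campaign, cut at about 20% in these data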;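 note: 0% = DMSO wells and 100% = biotin wells as full block of FRET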
#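 Assay system: NR2E3–RetCOR corepressor complex. Quantity: 1.35 nM GST-NR2E3. Buffer or medium: pH 7.5 Tris-based buffer. Reagent: biotinylated RetCOR corepressor at 7 nM final. Schedule: 5 h at 4 °C. Detection: TR-FRET, emission read at 617 and 671 nm. Replicates: one well per compound, singlicate testing.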
# TRAIL sens C8 – caspase-8 TRAIL sensitization; NB7+C8 cells + TRAIL, ATPlite viability luminescence; inhibition (viability loss, TRAIL sensitization), % at 10 µM; 360,000 tested, 1% active;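 active = compounds causing at least 50% loss of cell viability in the single-dose screen, relative to plate controls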
# CF NFkB inh – cystic fibrosis NF-kB activation inhibition; KKLEB NF-kB-GFP reporter, PAF-induced, GFP fluorescence overnight; inhibition, % at 5 µM; 360,000 tested, 0.86% active;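 active = at least 50% inhibition at 5 µM, scaled per plate between neutral and stimulator controls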;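 note: PAF is a Pseudomonas aeruginosa culture filtrate used as stimulus; plate controls were PAF-stimulated DMSO wells for no effect and unstimulated DMSO wells for full effect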
# TWEAK-Fn14 inh – inhibitors of TWEAK-Fn14 interaction signaling. 360,000 tested, 2% active. TWEAK-stimulated Fn14 reporter cells, luciferase luminescence, 8 h. inhibition, % at 10 µM; in the data active = inhibition above about 50%
# Shn3 3UTR inh – Schnurri-3 reporter inhibition in Clone20 osteoblasts; Clone20 osteoblast Shn3 3'UTR firefly luciferase, 24 h; inhibition, % at 12.5 µM; 360,000 tested, 0.52% active;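 active = mean inhibition of at least 75% with every replicate also reaching 75%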;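 note: 0% = median of neutral control wells and 100% = pilot-screen positive control compound; some compounds past the cut are filed as inactive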
# MITF TRPM1 inh – MITF TRPM1 promoter inhibition in SK-MEL-5 cells | inhibition, % at 12.5 µM | 330,000 tested, 0.83% active | SK-MEL-5 TRPM1 promoter luciferase, 24 h | AID 488899;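 active = mean inhibition across replicates of 60% or more, whatever share of single replicates reaches that level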; note: values of inactives mirror those of a sister screen read the other way
# KKLEB cytotox – counter-screen for CF NF-kB inhibitors: cytotoxicity; KKLEB CF airway cells viability, ATPlite luminescence, overnight; hits give low values; cells stimulated with P. aeruginosa culture filtrate; activity change (cytotoxicity), % at 5 µM; AID 602141; 360,000 tested, 0.36% active;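 active = corrected activity change at or below -50% at 5 µM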
# TROY signal inh – inhibitors of TROY-dependent NF-kB signaling; Q293 LMP1-TROYcd NF-kB luciferase reporter, 4 h; inhibition, % at 10 µM; 360,000 tested, 0.98% active; AID 1347056;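 active = compounds whose plate-normalised and pattern-corrected inhibition of the luciferase reporter signal at the single screening dose is 50% or more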
# HIF-2a inh – blocks HIF-2a reporter activity; 360,000 tested, 0.72% active; 786-0 RCC cells HIF-2a reporter, luciferase luminescence, overnight; inhibition, % at 18.8 µM; AID 624352;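 active = inhibition of the luminescence signal of 40% or more relative to plate controls, in a single-dose primary screen at 18.75 µM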
# Peg3 prom inh – inhibitors of Peg3 promoter; HeLa PEG-Prom luciferase reporter, luminescence, overnight; inhibition, % at 20 µM; 360,000 tested, 1.7% active;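 active = inhibition of at least 50% at 20 µM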
# The depositor's hits bear a star; . = no result given. The list is partial; the hit share may differ from the screen's.
# Results follow in this order: TROY signal inh	HIF-2a inh	MITF TRPM1 inh	TRAIL sens C8	TWEAK-Fn14 inh	KKLEB cytotox	NR2E3 ag-1	Shn3 3UTR inh	Peg3 prom inh	NR2E3 ag-2	CF NFkB inh
> CCC(C)c1ccccc1N1CC(C(=O)N2CCN(c3ccccc3)CC2)CC1=O (stereo not given)
 : -2	4	-1	-6	4	18	-1	9	1	.	14
> COc1ccccc1NCC(=O)NC(=O)NC1CCCCC1
 : -14	-9	-19	-8	-2	-1	-17	30	8	.	-10
> Cc1nn(C)cc1/C=N\NC(=O)c1ccc(Cn2cc(Cl)cn2)cc1
 : -22	9	1	7	0	6	-6	-11	7	0	-9
> N#Cc1ccsc1NC(=O)c1ccc(Cl)c([N+](=O)[O-])c1
 : 28	-105	-14	25	24	-25	0	-36	-164	1	50*
> Cc1ccc([N+](=O)[O-])c(C)[n+]1C
 : 9	17	26	8	3	-6	13	-8	8	2	4
> Nc1ccc(Sc2nc3ccccc3[nH]2)cc1
 : -7	-21	5	3	8	-4	-18	12	-22	0	7
> CCCc1cc(=O)n2[nH]c(SCc3ccc(Cl)cc3)nc2n1
 : 8	11	-39	-15	1	8	5	-9	27	0	-18
> Cc1ccc(-c2nc(CS(=O)(=O)CC(=O)NC3CCCCC3C)c(C)o2)cc1 (stereo not given)
 : 0	10	10	-14	6	2	22	3	17	2	-4
> Nc1c(Cl)cc(-c2csc(N3CCCC3c3nc4cc(Cl)c(N5CCCCC5)cc4n3CCOCCO)n2)cc1Cl (stereo not given)
 : 6	16	-2	-6	-10	6	-7	24	19	0	13
> O=C(NC1CCCc2c1cnn2-c1ccc(F)cc1F)c1ccccc1N1CCOCC1 (stereo not given)
 : 7	-26	-1	8	-22	0	-41	10	-15	2	10
> N#Cc1ccccc1OCC(=O)NCC(c1cccs1)N1CCOCC1 (stereo not given)
 : -12	19	6	-1	16	-5	-26	-7	1	0	20
> CCCCNC(=O)C1CCN(Cc2ccc(OCc3ccccc3)cc2)CC1
 : -35	-223	-68	4	13	-5	-61	-59	-187	3	6
> O=C(Nc1cc(S(=O)(=O)N2CCOCC2)ccc1N1CCOCC1)c1cccc(Cl)c1
 : -1	11	.	0	-1	-1	-7	-16	4	.	10
> O=c1[nH]cc(C(F)(F)F)cc1NS(=O)(=O)c1ccc([N+](=O)[O-])cc1
 : 17	11	3	8	19	-10	-3	-3	12	2	2
> CC(=O)OC1c2ccccc2C(=O)N1Cc1ccccc1 (stereo not given)
 : -10	7	.	-5	0	-31	75*	3	1	-2	12
> COc1ccc(Cc2nc3ccc(C(=O)NCc4cccc(C)n4)cc3o2)cc1OC
 : -33	-62	.	-3	8	-12	-52	5	-28	.	-12
> O=C(O)C12C3CCC(O3)C1(C(=O)O)C1CCC2O1 (stereo not given)
 : -4	4	-2	7	20	1	1	12	-12	.	-18
> CN(c1ccc(F)cc1)S(=O)(=O)c1ccc(Cl)c(C(=O)Nc2ccc3c(c2)CCC3)c1
 : -10	-6	1	-6	10	4	-13	-1	-7	1	0
> COc1ccc(-c2csc(NC(=O)CSc3nnnn3C)n2)cc1OC
 : 7	-17	-14	15	-17	-12	-3	-3	-6	-4	-13
> CCOc1ccc(-c2cc(CCCC(=O)NCCc3ccc(OC)c(OC)c3OC)no2)cc1
 : 5	22	16	10	25	10	17	54	-24	5	0
> O=C(Nc1cnc2ccccc2c1)N1CCCCC1
 : -17	-172	-91	20	21	4	-134	-59	-199	2	5
> COc1cc2c(cc1OC)CN(c1nc(CN3CCCCC3)nc3sc4c(c13)CCCC4)CC2
 : 1	10	6	-9	-3	-7	-17	32	3	-1	4
> Cc1nc(SCC(=O)Nc2c(C)n(C)n(-c3ccccc3)c2=O)n[nH]1
 : -8	9	-8	-28	1	2	8	17	-10	0	0
> COc1cc(/C=C2\SC(=S)N(c3cccnc3)C2=O)ccc1O
 : -9	10	-8	3	-1	7	-18	13	-9	0	13
> COC(=O)C1=C(CN2CCCc3ccccc32)NC(=O)NC1c1ccc(F)cc1 (stereo not given)
 : 64*	63*	87*	14	85*	-4	84*	74	81*	2	-29
> CCOc1ccc2c(c1)C(=NNC(=O)c1ccccn1)c1cc(OCC)ccc1-2
 : -37	5	-8	13	-10	-4	-15	-23	13	.	6
> CCN(CC)S(=O)(=O)c1ccc(C(=O)Nc2cc3oc4ccccc4c3cc2OC)cc1
 : -13	14	-1	23	-26	-27	12	-6	6	-3	31
> COCC1CCCN(C(=O)c2ccc3oc(C(C)C)nc3c2)C1 (stereo not given)
 : -35	-33	-1	-9	7	14	-29	-9	-16	3	1
> O=C(O)CCCN1C(=O)/C(=C\c2ccc(-c3nc4ccccc4s3)o2)SC1=S
 : 10	-64	-5	-11	5	0	-17	-19	-27	-1	20
> Cc1ccc(C)c(N2N=C(C(=O)N(CC(C)C)c3c(N)n(Cc4ccccc4)c(=O)[nH]c3=O)CCC2=O)c1
 : -5	9	5	-2	-3	-4	-17	6	12	1	-1
> CN(C)c1ccnc(Oc2ccc(F)cc2)c1C#N
 : -4	-63	-2	26	1	2	-8	-9	-29	3	7
> C/C(CC(=O)Nc1ccccc1C)=N\NC(=O)Cc1csc(N)n1
 : -2	16	13	-3	10	1	-12	-1	11	1	-11
> CCOC(=O)c1c(NC(=O)COc2ccccc2F)sc2c1CC(C)(C)NC2(C)C
 : 28	4	71*	30	21	-11	16	-23	86*	0	23
> CCCCn1c(N)c(N(Cc2ccccc2OC)C(=O)c2sccc2C)c(=O)[nH]c1=O
 : 13	14	-12	-1	-30	6	-12	-4	7	2	0
> Cc1c(C(=O)OC/C(O)=C(\C#N)c2nc3ccccc3[nH]2)oc2ccccc12
 : 13	8	15	6	-59	-10	3	8	29	2	4
> Cn1c(=O)c2ncn(CC(=O)Nc3ccc4c5c(cccc35)CC4)c2n(C)c1=O
 : 3	11	5	-12	-1	5	10	-3	9	3	-25
> O=C(NCCN=C1NS(=O)(=O)c2ccccc21)c1ccco1
 : -16	-7	9	11	6	-2	-10	-6	0	1	1
> CC(=O)C1=C(O)C(=O)N(Cc2ccco2)C1c1ccc(F)cc1 (stereo not given)
 : -1	-9	10	2	4	-7	-29	-17	13	0	4
> CCNS(=O)(=O)c1ccc(Br)c(C(=O)OC(C)C(=O)NCC2CCCCC2)c1 (stereo not given)
 : 7	-19	-10	-7	0	-2	-7	-9	-16	3	24
> O=C(c1ccccc1)N1CCN(C(=O)C2CC2)CC1
 : -11	11	-3	4	13	0	-1	-22	6	1	-7
> CS(=O)(=O)c1ccc(Cl)c(NC(=O)C2CCCN(C(=O)c3ccc(Cl)cc3)C2)c1 (stereo not given)
 : -2	6	-7	-6	3	7	-15	-2	7	-2	3
> O=C(CSc1nc2ccccc2[nH]1)NCC1CCCO1 (stereo not given)
 : 12	-14	-2	-8	-12	17	-1	13	-12	2	2
> CC(C)(Oc1ccc(Cl)cc1)C(=O)OCC(=O)N1CCCC1
 : -12	7	9	-4	-3	-10	-16	-11	10	-3	3
> COc1ccccc1CCN1CCCC(CN(C)C(=O)c2ccoc2)C1 (stereo not given)
 : -2	9	2	5	-10	-2	-18	8	-5	-1	-35
> CN(Cc1ccccc1)C(=O)c1ccccc1NC(=O)c1ccco1
 : -4	17	-4	-8	22	-2	3	2	10	1	12
> CCOC(=O)/C(=C/Nc1ccc(F)cc1)[N+](=O)[O-]
 : -19	8	-3	-15	-1	0	-18	-8	5	2	5
> COc1cc(/C=C(/C#N)c2nc3ccccc3c(=O)[nH]2)ccc1O
 : -35	-54	9	-4	25	-6	-13	-18	-15	-1	-16
> Nc1nccnc1C(=O)N/N=C/c1ccco1
 : -23	-96	-36	13	0	4	-88	-29	-87	0	3
> CSc1ccc(CCNC(=O)C2CCCN(S(=O)(=O)N3CCOCC3)C2)cc1 (stereo not given)
 : 3	1	2	7	3	1	-17	4	13	2	2
> Cc1ccc(CN2CCS(=O)(=O)CC2)cc1
 : 2	6	13	8	-9	38	-23	-11	4	0	-36
> NC(=O)c1cc(N)ccc1N1CCCCC1
 : 12	1	8	3	-4	0	-13	-21	10	-2	4
> Cc1cccc(CSc2nc3c(c(=O)n2C)SCC3)c1
 : 7	-1	17	3	31	1	7	71	5	6	-5
> N#Cc1cccnc1N1CCN(C(=O)c2cccc3c2C(=O)c2ccc(-c4ccc(Cl)c(C(F)(F)F)c4)cc2S3(=O)=O)CC1
 : -24	8	3	8	-4	4	-1	8	-2	.	1

# Structures above that have a furan ring, fused or not, in the order listed:
# Results follow in this order: TROY signal inh	HIF-2a inh	MITF TRPM1 inh	TRAIL sens C8	TWEAK-Fn14 inh	KKLEB cytotox	NR2E3 ag-1	Shn3 3UTR inh	Peg3 prom inh	NR2E3 ag-2	CF NFkB inh
> CCN(CC)S(=O)(=O)c1ccc(C(=O)Nc2cc3oc4ccccc4c3cc2OC)cc1
 : -13	14	-1	23	-26	-27	12	-6	6	-3	31
> O=C(O)CCCN1C(=O)/C(=C\c2ccc(-c3nc4ccccc4s3)o2)SC1=S
 : 10	-64	-5	-11	5	0	-17	-19	-27	-1	20
> Cc1c(C(=O)OC/C(O)=C(\C#N)c2nc3ccccc3[nH]2)oc2ccccc12
 : 13	8	15	6	-59	-10	3	8	29	2	4
> O=C(NCCN=C1NS(=O)(=O)c2ccccc21)c1ccco1
 : -16	-7	9	11	6	-2	-10	-6	0	1	1
> CC(=O)C1=C(O)C(=O)N(Cc2ccco2)C1c1ccc(F)cc1 (stereo not given)
 : -1	-9	10	2	4	-7	-29	-17	13	0	4
> COc1ccccc1CCN1CCCC(CN(C)C(=O)c2ccoc2)C1 (stereo not given)
 : -2	9	2	5	-10	-2	-18	8	-5	-1	-35
> CN(Cc1ccccc1)C(=O)c1ccccc1NC(=O)c1ccco1
 : -4	17	-4	-8	22	-2	3	2	10	1	12
> Nc1nccnc1C(=O)N/N=C/c1ccco1
 : -23	-96	-36	13	0	4	-88	-29	-87	0	3
